Screening results: PubChem, Broad Institute
PGC1a acetyl inh: inhibitors of PGC1a acetylation signal, primary screen, cell-based, U2OS, AlphaScreen, inhibitor mode; AlphaScreen anti-acetyl-lysine; with virally co-expressed GCN5 acetyltransferase; inhibition, % at 15.6 µM; 350,000 tested, 0.17% active;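 active = every replicate shows inhibition of at least 40%; inconclusive = mean inhibition at least 40% but some replicate below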;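 note: 0% = neutral control wells and 100% = positive control wells; some results beyond the cut were filed as inactive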
Statin myotox sup: suppressors of statin myotoxicity in C2C12 myotubes, primary screen, cell-based, single point, plate reader. 330,000 tested, 0.78% active. rescue of ATP level, % at 7.49 µM. C2C12 myotubes + simvastatin, ATP luminescence, 48 h; scaled: DMSO 0, geranylgeraniol control 100;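 active = mean ATP rescue above about 67%, or every replicate alone reaching that limit, limit read from the data, passing the limit was not always enough; inconclusive = no clear call, values can overlap the other calls; inactive = mean under the limit and some replicate under it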;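 note: myotubes were challenged with 10 µM simvastatin during compound exposure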
XiGFP reactiv: activators of inactive X chromosome reactivation, primary screen, imaging, XiGFP fibroblasts, GFP high-content imaging, set 2; activation, % at 7.58 µM; 360,000 tested, 0.055% active; XiGFP mouse fibroblasts, % GFP-positive cells imaging, 3 d; cells co-treated with 5-aza-dC sensitizer; scaled so ellipticine positive control = 100%;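 active = mean normalized replicate activation at least 10% and every replicate at or above 10%; inconclusive = only one of the two criteria met; inactive = mean below 10% and not all replicates reach 10%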;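 note: 0% = median of on-plate neutral control wells and 100% = ellipticine 6 µM median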
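Material: XiGFP fibroblasts, SV40-immortalized. Buffer or medium: DMEM plus 5-aza-dC sensitizer. Compound: single concentration per compound, delivered by pin transfer. Times: 3 days compound exposure. Controls: ellipticine 6 µM.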
S100A4 inh HTS: inhibitors of S100A4-myosin IIA peptide binding, primary screen, biochemical, fluorescence polarization, TAMRA-MyoIIA peptide; Protein S100-A4 (Homo sapiens), P26447; inhibition, % at 10.7 µM; 360,000 tested, 0.14% active; AID 652163, 2013;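 active = mean inhibition of at least 70% across replicates, with every replicate also reaching that level; inconclusive = mean inhibition reaches 70% but some replicates fall short; inactive = mean inhibition below 70%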
Target sequence (P26447 whole entry, looked up): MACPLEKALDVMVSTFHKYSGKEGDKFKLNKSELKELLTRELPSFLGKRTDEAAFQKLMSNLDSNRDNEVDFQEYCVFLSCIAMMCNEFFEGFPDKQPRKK
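incubation = readout 5 min after mixing, signal stable up to 60 min | system = S100A4 monomer protein | buffer or medium = HEPES pH 7.2 with CaCl2, KCl, NaCl, DTT, Triton | benchmarks = neutral control DMSO, positive control TFP | also added = fluorescent myosin IIA peptide, 5 nM | compound dosing = one concentration per compound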
LGR2 antag: inhibitors of bursicon-induced LGR2 CRE-luciferase signal, primary screen, cell-based, HEK293, CRE-luciferase reporter, bursicon stimulation | Drosophila bursicon receptor LGR2 (rickets) | bursicon-stimulated, 4 h | inhibition, % at 9.99 µM | 380,000 tested, 0.35% active;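 active = drop in luminescence signal, shown as inhibition above about 50% in the replicate tests, limit read from the data, passing the limit was not always enough; inconclusive = probably only some replicates passing the limit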;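 note: agonist challenge used bursicon conditioned medium at about half maximal strength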
SIRT5 block: SIRT5 desuccinylase inhibitors, primary screen, biochemical, fluorescence imaging, single point, set 5 | NAD-dependent protein deacylase sirtuin-5, mitochondrial (Homo sapiens), Q9NXA8 | Purified SirT5, succinyl-peptide AMC, trypsin-coupled fluorescence | inhibition, % at 15 µM | 330,000 tested, 1.1% active | AID 652115, 2013; in the data active = inhibition above about 15%; inconclusive = no clear call, values can overlap the other calls
Cneo AK release: Cryptococcus neoformans cell lysis inducers, primary screen, AK release luminescence, single concentration; AID 651654, 2012; 360,000 tested, 0.2% active; C. neoformans lysis, adenylate kinase release luminescence, 4 h; normalised: neutral wells 0, clomiphene wells 100; lysis activity, % at 15 µM;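 active = mean lysis activity across replicates of at least 80%, whatever share of replicates individually reach that level; inactive = mean lysis activity below 80%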
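Material – log-phase Cryptococcus neoformans yeast cells · Input – 5 × 10^6 yeast cells/mL · Medium – fresh YPD growth medium · Doses – single compound concentration per well · Timing – static 4 h at 37 °C with compound, 1 h detection · Detection – adenylate kinase release luminescence · Read-out – signal increase indicating cell lysis · Control set – Clomiphene as positive lysis control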
ERAP1 HTS inh: human ERAP1 aminopeptidase inhibitors, primary screen, biochemical, single point, plate reader | 340,000 tested, 0.15% active | AID 652197, 2013 | Endoplasmic reticulum aminopeptidase 1 (Homo sapiens), Q9NZ08 | recombinant ERAP1, Leu-AMC fluorescence, 60 min | inhibition, % at 10.7 µM;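 active = mean replicate inhibition of at least 30%, or all replicates individually reaching that 30% level; inactive = mean below 30% and not every replicate reaching it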;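 note: 0% = neutral control wells and 100% = L-leucinethiol positive control wells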
Target sequence (Q9NZ08 whole entry, looked up): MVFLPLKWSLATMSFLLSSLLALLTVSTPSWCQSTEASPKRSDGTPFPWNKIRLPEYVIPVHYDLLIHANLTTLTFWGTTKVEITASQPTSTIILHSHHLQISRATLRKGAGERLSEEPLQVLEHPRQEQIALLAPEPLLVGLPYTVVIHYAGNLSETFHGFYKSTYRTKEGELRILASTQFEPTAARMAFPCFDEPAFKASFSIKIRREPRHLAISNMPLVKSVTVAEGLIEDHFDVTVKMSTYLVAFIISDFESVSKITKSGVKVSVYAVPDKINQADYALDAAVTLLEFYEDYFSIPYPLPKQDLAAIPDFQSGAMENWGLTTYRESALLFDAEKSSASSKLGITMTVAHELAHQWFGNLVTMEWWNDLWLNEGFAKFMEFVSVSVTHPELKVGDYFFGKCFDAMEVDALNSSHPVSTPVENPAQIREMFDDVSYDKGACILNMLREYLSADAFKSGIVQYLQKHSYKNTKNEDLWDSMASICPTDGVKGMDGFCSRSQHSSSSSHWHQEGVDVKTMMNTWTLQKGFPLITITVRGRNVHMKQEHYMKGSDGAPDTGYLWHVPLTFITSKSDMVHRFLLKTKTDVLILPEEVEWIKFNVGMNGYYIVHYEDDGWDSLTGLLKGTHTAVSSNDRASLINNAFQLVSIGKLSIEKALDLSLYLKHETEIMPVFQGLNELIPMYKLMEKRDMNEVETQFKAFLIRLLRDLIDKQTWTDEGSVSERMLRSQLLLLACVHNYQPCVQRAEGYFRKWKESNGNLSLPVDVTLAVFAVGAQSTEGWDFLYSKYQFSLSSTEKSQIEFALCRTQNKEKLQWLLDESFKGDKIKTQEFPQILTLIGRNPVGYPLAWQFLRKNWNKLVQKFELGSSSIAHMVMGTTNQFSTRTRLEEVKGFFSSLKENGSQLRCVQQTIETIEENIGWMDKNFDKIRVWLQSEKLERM
Active calls of the source: *; ? = inconclusive; · = not tested or not shown. These rows are one share of the data; rates above refer to the full screens.

SMILES	PGC1a acetyl inh	Statin myotox sup	XiGFP reactiv	S100A4 inh HTS	LGR2 antag	SIRT5 block	Cneo AK release	ERAP1 HTS inh
CN1C(=O)[C@H]2[C@@H](/C=C/c3ccccc3)N3C(=O)CN(Cc4ccc(-c5ccccc5)cc4)C(=O)[C@@]3(C)[C@H]2C1=O	3.8	20.7	0.1	2.0	-6.1	·	-10.0	-1.5
Cc1cccc(S(=O)(=O)N2C[C@H]3[C@@H](c4ccccc42)[C@H](CO)N3Cc2ccc3c(c2)OCO3)c1	-8.2	25.5	0.0	7.9	11.9	2.2	-0.3	-0.5
Cc1ccc2c(c1)N(C(=O)CCC(=O)N1CCOCC1)CC(C)O2 (stereo unspecified)	-1.2	-1.8	0.0	2.4	-2.1	-2.0	-0.6	-0.5
O=C(Nc1cccc(O)c1)C1CC(c2c(F)cccc2Cl)=NO1 (stereo unspecified)	-2.9	-14.9	0.0	-1.7	-14.7	·	-3.3	-1.4
COc1ccc(NC(=O)C(NC(=O)c2ccc(C)cc2)c2ccccc2)cc1 (stereo unspecified)	-13.7	-3.3	0.0	2.5	-5.9	-2.7	-1.0	5.1
COc1cccc(-n2c(SCC(=O)NCc3cccs3)nc3ccccc3c2=O)c1	·	·	0.0	-1.8	6.9	2.7	·	1.1
COCc1cn(CC[C@@H]2CC[C@H](NC(=O)c3ccncc3)[C@H](CO)O2)nn1	2.8	-0.1	0.1	0.3	11.4	-7.1	1.2	-0.5
O=C(O)CCS(=O)(=O)c1ccc(-c2ccccc2)cc1	·	·	0.1	-0.8	·	3.8	·	8.8
CCOC(=O)c1ccc(NC(=O)CSc2nc(N)c(NC(=O)c3ccc(Br)o3)c(=O)[nH]2)cc1	·	-0.4	0.0	2.4	-8.2	-2.0	1.6	0.8
CCCC(=O)Nc1ccc(C(=O)NNC(=S)NC(=O)c2ccc(Br)o2)cc1	-9.7	-6.6	0.6	-10.5	-17.3	-1.7	·	-1.0
CC(=O)Nc1cccc(NC(=O)CS(=O)(=O)c2cn(CC(=O)N(C(C)C)C(C)C)c3ccccc23)c1	·	·	0.4	4.9	14.6	-1.6	-5.5	-0.2
CCN(C(=O)/C=C/c1ccc(OC)cc1)C1CCCCC1	·	-32.8	0.0	1.5	·	-0.6	-1.6	0.8
CCOC(=O)C1=C(N)n2c(s/c(=C\c3cccnc3)c2=O)=C(C#N)C1c1cccnc1 (stereo unspecified)	7.4	·	-0.1	-4.1	-5.2	-8.5	·	1.5
Cc1ccc(S(=O)(=O)NCCc2ccncc2)cc1[N+](=O)[O-]	8.3	-23.9	0.0	-3.0	0.6	-9.0	-0.3	-2.5
O=C(C[C@@H]1CC[C@H](NS(=O)(=O)c2ccccc2)[C@@H](CO)O1)N1CCC(Cc2ccccc2)CC1	-5.1	·	-0.2	0.0	-9.4	3.3	·	2.1
C[C@@H]1CN([C@H](C)CO)C(=O)c2cc(N(C)C)ccc2O[C@@H](C)CCCCO[C@@H]1CN(C)S(=O)(=O)c1ccccc1	9.1	-41.8	0.0	-10.5	-3.3	-2.6	-3.0	-1.4
CCN(CC(=O)Nc1ccc(NC(C)=O)cc1)C(=O)/C=C/c1ccco1	-7.1	-14.2	0.0	-1.0	-11.2	-1.5	2.9	1.7
COc1ccc(C(c2nnnn2Cc2ccccc2)N2CCN(C/C=C/c3ccccc3)CC2)cc1 (stereo unspecified)	-10.6	4.2	0.0	1.3	30.1	1.3	-2.5	·
Cc1ccccc1-c1nc(CS(=O)(=O)CC(=O)NC(C)c2ccccc2)c(C)o1 (stereo unspecified)	1.2	12.7	0.0	-5.1	-0.9	-0.9	0.9	0.9
COc1ccc(NC(=O)Nc2ccc3c(c2)C(=O)N([C@@H](C)CO)C[C@@H](C)[C@H](CN(C)C(=O)Nc2ccc(F)cc2)OCCCC[C@@H](C)O3)cc1	-6.0	15.6	0.1	3.7	12.8	8.2	-4.2	-0.2
N#Cc1ccc(S(=O)(=O)N2CCCCC2c2cc(C(=O)N3CCOCC3)no2)cc1 (stereo unspecified)	-7.3	-5.1	0.1	-2.6	17.0	·	1.3	11.4
C[C@H](CO)N1C[C@H](C)[C@@H](CN(C)S(C)(=O)=O)Oc2ccc(NS(C)(=O)=O)cc2C1=O	3.4	-9.3	0.2	-3.1	·	-12.9	-0.3	1.5
COc1cccc(N(CC(=O)NCc2ccccc2)C(=O)CCC(=O)Nc2nccs2)c1	·	18.0	0.3	3.8	3.7	1.3	-5.9	-0.5
CCOC1=C2CN(S(=O)(=O)c3ccc(C)cc3)[C@H](c3ccccc3)C[C@@H]2N(S(=O)(=O)c2ccccc2C)[C@H](c2ccccc2)C1	-41.2	-7.2	·	-2.0	-2.1	-3.3	4.6	1.2
COc1ccc(-c2ccc3c(c2)[C@H]2[C@H](CCN2C(=O)C2CCC2)[C@H](CO)N3C)cc1	-3.8	·	0.1	-4.6	-3.7	3.8	·	0.4
O=C1c2ccccc2C(=O)c2c(Nc3ccc(CCO)cc3)ccc(O)c21	1.1	-8.2	0.3	6.8	14.0	-0.3	-6.4	1.7
CCOCc1cc(CN2CCC(n3nccc3NC(=O)C3CC3)CC2)ccc1OC	2.0	·	0.4	-2.1	-7.2	-1.8	-0.6	1.7
CC(C)CC(=O)N/N=C/c1c(N)n(C)c(=O)n(C)c1=O	·	·	0.5	0.2	-11.4	1.6	·	11.4
S=C(Nc1ccccc1Oc1ccccc1)NC1CCCC1	9.6	24.2	-0.1	4.2	14.0	2.8	5.3	3.1
O=C(NNc1ccc(C2CCCCC2)cc1)C(O)(c1ccccc1)c1cccs1 (stereo unspecified)	3.2	-40.9	·	-3.9	-1.8	-0.5	·	-0.5

Some values from above:
Result for COc1ccc(C(c2nnnn2Cc2ccccc2)N2CCN(C/C=C/c3ccccc3)CC2)cc1 (stereo unspecified) in Statin myotox sup: 4.2
Result for Cc1ccccc1-c1nc(CS(=O)(=O)CC(=O)NC(C)c2ccccc2)c(C)o1 (stereo unspecified) in ERAP1 HTS inh: 0.9

More entries:
SMILES	PGC1a acetyl inh	Statin myotox sup	XiGFP reactiv	S100A4 inh HTS	LGR2 antag	SIRT5 block	Cneo AK release	ERAP1 HTS inh
COc1ccc(Oc2nc(-c3cccnc3)nc3ccccc23)cc1	-2.4	-18.5	-0.1	-1.3	-2.3	-4.1	-1.4	4.9
O=Cc1cnc(N2CCCCC2)s1	·	·	0.2	0.7	-1.6	0.5	·	-4.1
CN1C(=O)c2cc(NC(=O)c3cccc(F)c3)ccc2OC[C@H]2O[C@H](CC(=O)NCc3ccccc3)CC[C@H]21	6.4	12.4	0.3	·	4.1	·	49.5	·
FC(F)(F)c1ccccc1Cc1c(-c2ccc(Cl)cc2)nc2ccc(Cl)cn12	0.4	-6.2	0.3	2.9	-99.2	1.1	-0.9	-1.3
Cc1nnc(NC(=O)CSc2nc3ccccc3o2)s1	-5.6	-6.8	·	-1.5	10.1	·	-0.9	-1.4
O=C(CNC(=O)c1ccco1)Nc1cccc(Cl)c1	·	11.9	-0.1	-2.5	2.6	0.6	0.5	-0.3
CNC(=O)C[C@@H]1CC[C@H]2[C@H](COc3ccc(NC(=O)c4ccc(C(F)(F)F)cc4)cc3C(=O)N2C)O1	2.6	-6.7	0.4	·	-4.0	·	-3.1	·
O=S(=O)(c1ccc(F)cc1)N1CC[C@H]2[C@H](CO)Nc3ccc(-c4ccccc4F)cc3[C@H]21	-17.9	5.9	0.5	-3.9	-18.0	4.7	-4.8	3.5
Cc1nnsc1Sc1ccccc1C(=O)O	-4.5	·	0.1	-0.3	3.2	11.9	·	-2.4
COc1ccc(N2C[C@@]3(O)CC[C@@H](O)[C@@H](OC)[C@@H]3[C@@](C)(O)[C@@H]2CC=C(C)C)cc1	·	·	0.4	0.1	-0.3	1.4	·	-0.9
O=C1NC(=O)/C(=C\c2ccc(O)cc2O)S1	·	·	-0.1	4.5	9.8	5.5	·	6.2
CCn1c(CCC(N)=O)nnc1SCC(=O)c1cc(C)n(C2CC2)c1C	0.7	-2.0	0.0	1.0	6.0	1.1	-0.8	-0.1
CCCCn1c(=O)c(F)cn(Cc2ccc(OC)c([N+](=O)[O-])c2)c1=O	-9.7	5.2	0.0	-3.4	0.6	·	·	-8.0
COc1ccc2c3c(n(C)c2c1)[C@H](CO)N(Cc1ccc(F)cc1)CC31CN(CC2CC2)C1	·	·	0.2	-7.0	-2.3	7.4	·	-6.5
CCCC(=O)N1CCC2(CC1)CN(C(C)=O)[C@@H](CO)c1c2c2ccc(OC)cc2n1C	-1.2	·	0.1	-5.6	-3.9	-2.8	·	-0.7
CCc1nc2c(OCc3cccc(OC)c3)cccn2c1N(C)C(=O)c1ccc(OC)cc1	·	-4.2	-0.1	-1.6	8.9	·	0.2	-0.2
COc1ccc(CN(C)C[C@H]2OCCCC[C@@H](C)Oc3ccc(NS(=O)(=O)c4ccc(OC)cc4)cc3C(=O)N([C@@H](C)CO)C[C@H]2C)cc1	-9.9	·	0.1	·	25.1	·	1.5	·
CC(Oc1ccccc1Cl)C(=O)Nc1ccc(S(=O)(=O)N2CCN(C)CC2)cc1 (stereo unspecified)	-0.1	3.0	6.2	0.2	-64.6	0.8	0.5	9.0
CCCNC(=O)N1CCC2(CC1)CN(C(=O)c1ccccc1)[C@H](CO)c1[nH]c3cc(OC)ccc3c12	14.8	·	0.3	-10.5	4.8	1.3	·	1.9
Cc1noc(C)c1NC(=O)N(C)C[C@@H]1OCc2ccccc2-c2ccccc2C(=O)N([C@@H](C)CO)C[C@@H]1C	2.8	·	1.1	12.0	-5.4	-6.7	-2.2	-0.5
Cc1cccc(C)c1NC(=O)c1cn(-c2ccccc2)nc1-c1ccccc1	·	6.7	0.2	2.0	·	0.8	2.7	6.8
COC(=O)c1c(NC(=O)c2ccc(Br)s2)sc2c1CCC2	9.7	?	·	·	17.2	·	-6.2	·
COC(=O)C1CC2=C(CCCC2=O)N(Cc2ccccc2)C1=O (stereo unspecified)	·	2.2	0.0	-1.4	0.3	-1.9	0.2	·
CCCn1c(/C=N/Nc2nc3ccccc3[nH]2)nc2ccccc21	·	·	-0.1	0.5	-10.2	-2.8	·	-2.0
CCCn1c(=N)n(CC(=O)c2cccs2)c2ccccc21	-5.2	-2.1	·	-0.7	-3.0	1.2	0.1	1.9
Cc1ccc(N(CC(=O)NC2CCCC2)C(=O)CCCC(=O)Nc2ccccn2)cc1C	·	0.9	·	0.8	7.5	-1.0	0.0	-0.1
